# Screening results as filed in PubChem.
# Arr AP2 block: inhibitors of human beta-arrestin and AP2 interaction | AID 504490 | inhibition, % at 10 µM | FITC-arrestin peptide / GST-AP2 beads, flow cytometry; AP2 beta2 appendage carries R879A mutation | hit rate 0.31% among 340,000;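 active = inhibition above a set limit, near 3 SD of compounds lacking own fluorescence, cut at about 54% in these data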;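 note: plate controls were DMSO wells for no effect and 5 µM unlabelled arrestin peptide for full effect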
#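 System: GST-tagged AP2 beta2-adaptin appendage (R879A) on 4 µm glutathione beads / Reagent: FITC-arrestin peptide, 50 nM / Detection: HyperCyt-sampled flow cytometry, FL1 channel, ex 488/em 535 nm / Timing: 12 min plus 1 h, RT / Buffer or medium: PBS plus Tween 20 (0.05%) and BSA (0.1%)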
# C-LANA FP: KSHV C-LANA DNA binding inhibition; MBP-C-LANA/FAM-LBS DNA binding, fluorescence polarization; inhibition, % at 9 µM; hit rate 0.078% among 340,000;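 active = highest replicate inhibition at or above 60% at 9 µM, even if other replicates fall short; inactive = all replicates below 60% inhibition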;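 note: 0% = neutral control wells and 100% = 4 µM acridine orange control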
# Keap1-Nrf2 PPI: inhibitors of human Keap1-Nrf2 protein-protein interaction | inhibition, % at 9.4 µM | Keap1 Kelch-Nrf2 peptide fluorescence polarization, 1536-well | hit rate 0.15% among 340,000 | Q14145; in the data active = inhibition above about 12%;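 note: human Keap1 Kelch domain with fluorescein labeled Nrf2 9mer peptide probe; 0% = neutral control wells and 100% = peptide positive control; higher means more block of Keap1 binding to Nrf2 peptide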
# Cardiac RTF inh: cardiac RTF calcium desensitization; P19429+P45379; IANBD-labeled cardiac RTF, Ca2+ fluorescence; inhibition, % at 7.15 µM; hit rate 0.12% among 340,000; AID 493244;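 active = inhibition above the mean inhibition of all tested compounds plus 3 SD, cut at about 17% in these data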;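 note: assay run at fixed EC70 calcium of 1.6 mM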
# SR-BI DiI-HDL act: SR-BI HDL lipid transfer activation | activation, % at 12.5 µM | hit rate 0.096% among 320,000 | CHO ldlA[mSR-BI] cells, DiI-HDL uptake fluorescence, 3 h; 100 = double the neutral-control signal;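 active = mean replicate activation of at least 60% and every replicate at or above 60%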;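 note: 0% = median plate neutral-control signal and 100% = twice that signal; values of inactives mirror those of a sister screen read the other way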
#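 material = CHO ldlA[mSR-BI] cells | medium = Ham's F12 with 0.5% BSA, HEPES 25 mM, pH 7.4 | reagent = fluorescent DiI-HDL, 10 µg/mL final | compound dosing = single-point compound dose | incubation = 3 h, 37 °C | measured by = bottom-read fluorescence, 550/595 nm | measure = HDL uptake via cellular fluorescence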
# PKA-R2B activ: activators of human PKA-R2B complex. activation, % at 11.4 µM. PKA-R2B holoenzyme dissociation, Cy5-IP20 fluorescence polarization; R2B truncated from residue 108, S112A mutant; 0% DMSO only, 100% 113 µM cGMP. P22694+P31323. AID 504700. hit rate 0.079% among 340,000;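 active = activation above a cutoff set at the mean over all compounds plus 3 SD, cut at about 18% in these data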;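 note: higher means more holoenzyme dissociation and a rise in polarization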
# Target sequence (P31323 whole entry, looked up, other chains not shown, the tested form may be a part): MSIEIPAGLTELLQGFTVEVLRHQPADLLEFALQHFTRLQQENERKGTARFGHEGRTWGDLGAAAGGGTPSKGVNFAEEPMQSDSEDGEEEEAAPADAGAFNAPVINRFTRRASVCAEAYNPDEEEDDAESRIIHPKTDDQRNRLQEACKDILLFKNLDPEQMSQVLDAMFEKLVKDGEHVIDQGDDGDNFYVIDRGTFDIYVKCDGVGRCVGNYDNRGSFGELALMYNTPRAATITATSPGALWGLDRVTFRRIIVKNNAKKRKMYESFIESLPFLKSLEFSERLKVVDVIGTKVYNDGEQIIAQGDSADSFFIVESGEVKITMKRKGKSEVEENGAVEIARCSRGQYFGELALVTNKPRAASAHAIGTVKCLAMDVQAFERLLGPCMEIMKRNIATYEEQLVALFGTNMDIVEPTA
# PvdQ acylase: blocks Pseudomonas aeruginosa PvdQ acylase activity. purified PvdQ acylase, fluorescence plate reader. inhibition, % at 10 µM. hit rate 0.063% among 340,000; in the data active = inhibition above about 30%, passing the limit was not always enough;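 note: 0% = vehicle neutral wells and 100% = reference inhibitor wells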
# DAGLB inhibitor: diacylglycerol lipase beta (human) inhibition; hit rate 0.059% among 340,000; inhibition, % at 5.17 µM; Q8NCG7; AID 504411; HEK293T DAGLB membrane lysate, EnzChek fluorogenic substrate; in the data active = inhibition above about 34%;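 note: 0% = enzyme with vehicle and 100% = wells lacking enzyme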
# SR-BI HDL uptake: inhibitors of mouse SR-BI mediated HDL lipid uptake. hit rate 0.96% among 320,000. inhibition, % at 12.5 µM. ldlA[mSR-BI] CHO cells, DiI-HDL uptake fluorescence, 3 h. Q61009;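 active = mean replicate inhibition of at least 70% and a set share of replicates each scoring 70 or more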;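 note: 0% = median of neutral control wells and 100% = median of positive control wells; values of inactives mirror those of a sister screen read the other way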
# Target sequence (Q61009 whole entry, looked up): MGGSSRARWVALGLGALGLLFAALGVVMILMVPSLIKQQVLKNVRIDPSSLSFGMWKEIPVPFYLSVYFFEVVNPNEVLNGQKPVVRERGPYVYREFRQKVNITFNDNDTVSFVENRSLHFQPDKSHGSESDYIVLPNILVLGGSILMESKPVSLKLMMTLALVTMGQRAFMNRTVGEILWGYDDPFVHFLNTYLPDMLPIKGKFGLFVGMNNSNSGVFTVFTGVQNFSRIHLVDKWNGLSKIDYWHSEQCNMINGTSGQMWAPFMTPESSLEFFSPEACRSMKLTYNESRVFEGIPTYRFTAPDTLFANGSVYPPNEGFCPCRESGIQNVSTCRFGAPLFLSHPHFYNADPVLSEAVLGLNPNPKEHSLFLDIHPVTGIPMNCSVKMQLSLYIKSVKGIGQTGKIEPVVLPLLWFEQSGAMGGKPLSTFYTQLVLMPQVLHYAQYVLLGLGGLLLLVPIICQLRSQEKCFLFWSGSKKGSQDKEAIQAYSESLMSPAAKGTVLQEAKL
# NSD2 inh: NSD2 (human) methyltransferase inhibition | O96028 | NSD2 peptide methylation, AlphaScreen, 120 min | inhibition, % at 12.5 µM | hit rate 0.54% among 310,000; in the data active = inhibition above about 50%
# Numbers without * were called inactive; · = not tested or not shown.
compound,Arr AP2 block,C-LANA FP,Keap1-Nrf2 PPI,Cardiac RTF inh,SR-BI DiI-HDL act,PKA-R2B activ,PvdQ acylase,DAGLB inhibitor,SR-BI HDL uptake,NSD2 inh
COc1cc(OC)cc(C(=O)Nc2ccccc2S(=O)(=O)N2CCCC2OC(C)=O)c1 (configuration not stated),-5.2,1.0,-3.1,-7.0,-21.4,-5.4,-15.2,-3.4,21.4,-3.0
CCOc1ccc(C(=O)C(C)OC(=O)CN2C(=O)NC(C)(C)C2=O)cc1 (configuration not stated),-12.1,-1.1,0.1,-3.3,-35.7,-0.6,-12.1,4.2,35.7,0.1
CC(C)CCCN1C(Nc2ccccc2)=NC[C@@H]1C,-7.1,1.9,0.6,5.1,-4.1,-4.9,3.1,8.5,4.1,·
Nc1[nH]c(=O)nc(Nc2ccccc2)c1N=O,-11.3,0.7,3.3,-3.3,8.7,0.2,-9.9,2.2,-8.7,17.2
CC(C)c1ccc(NC(=O)c2cnn(-c3ccccc3)c2NC(=O)c2ccco2)cc1,-2.7,1.0,0.7,-4.8,6.8,-7.8,-13.8,-2.1,-6.8,1.4
Cn1ncc(Cl)c1C(=O)N1CCC(Cc2ccccc2)CC1,27.8,1.8,-2.0,-5.4,-6.0,-2.1,2.7,-3.9,6.0,-2.0
CN1N=C(c2ccc(Cl)cc2)CC(c2ccc(Cl)cc2)C1=O (configuration not stated),22.2,0.7,-2.6,-5.1,-24.3,0.5,7.3,-6.4,24.3,-3.6
OCC1OC(O)CC(O)C1O (configuration not stated),1.7,-1.4,-6.6,2.8,22.7,-10.5,-2.5,-0.1,-22.7,·
CCc1ccc(C(=O)Nc2cc3c(cc2Cl)OCCCO3)cc1,3.3,-0.7,-3.8,-3.5,·,-6.5,-7.8,-10.6,·,-9.5
COc1ccc(/C=N/Nc2nnc(Cc3ccc(OC)c(OC)c3)c(=O)[nH]2)cc1OC,8.7,1.2,-2.2,1.0,-4.1,-5.0,-10.5,0.4,4.1,-2.1
COc1cc([C@@H]2c3cc4c(cc3[C@@H](O)[C@H]3COC(=O)[C@H]23)OCO4)cc(OC)c1O[Si](C)(C)C(C)(C)C,-2.1,-0.4,2.9,2.6,7.2,7.6,-10.3,-11.4,-7.2,·
CCNC(=O)CCS(=O)(=O)c1ccc2ccccc2c1,27.4,0.5,0.9,3.2,-9.2,-15.0,4.4,-0.1,9.2,1.3
O=S1(=O)CC(NCc2ccccc2)C(Nc2ccc(Cl)cc2)C1 (configuration not stated),9.0,-1.2,4.3,0.0,8.5,-7.6,-12.0,-0.3,-8.5,-3.1
O=C(c1ccc(Cl)cc1)c1ccc(CN2C(=O)c3ccccc3C2=O)o1,2.8,-2.1,-3.4,-10.6,6.2,4.5,-10.6,-6.3,-6.2,2.5
Cc1cc(=O)oc2cc3c(cc12)OCCO3,31.3,-2.8,-2.5,6.1,15.0,-6.1,0.1,0.8,-15.0,2.2
C=Cc1ccc(Cn2c(=O)n(CCCOC)c(=O)c3sccc32)cc1,-5.2,-1.3,-1.3,-7.1,-19.4,6.3,-13.9,-0.1,19.4,-1.9
CC1CCCCC12NC(=O)N(CC(=O)Nc1ccc3[nH]c(=O)[nH]c3c1)C2=O (configuration not stated),-5.6,-1.0,3.1,2.3,11.4,2.0,-2.4,2.1,-11.4,-2.3
Cc1nnc(NC(=O)c2cc(S(=O)(=O)N3CCCCC3)ccc2Cl)s1,42.9,-2.4,4.2,-4.5,21.3,11.7,-0.2,1.7,-21.3,4.1
COc1ccc(C(=O)C[n+]2cccc3cc(OC)ccc32)cc1,-8.3,-0.5,-5.4,-14.1,-10.1,1.7,-13.9,-1.3,10.1,0.7
CCSc1nnc(NC(=O)c2ccco2)s1,15.2,-1.9,-2.1,9.0,·,-5.9,12.5,1.9,·,·
COC(=O)C1=C(CSc2nc3ccccc3o2)NC(=O)NC1c1cc(C)ccc1C (configuration not stated),9.9,0.6,-3.2,1.9,-5.1,-8.7,13.1,2.0,5.1,0.7
O=C1CC(c2ccc3c(c2)OCO3)c2cc3c(cc2N1)OCCO3 (configuration not stated),30.6,-0.6,-0.2,2.4,-0.9,-4.1,4.5,0.4,0.9,4.4
CC(C)(C)NC(=O)C(c1ccccc1)N(C(=O)c1csnn1)C1CC1 (configuration not stated),24.7,-0.2,-2.2,-10.4,-14.7,-5.8,-0.2,0.5,14.7,-2.4
CCOc1ccc2c(c1)C(C)=CC(C)(C)N2S(=O)(=O)c1ccc(C)cc1,-14.1,2.0,3.9,-0.8,-19.5,-8.9,-11.6,-11.4,19.5,1.4
COC(=O)c1cc(OC)c(OC)cc1NC(=O)c1c(-c2ccccc2Cl)noc1C,0.5,-1.2,0.1,-4.0,-38.5,0.0,-4.1,-4.2,38.5,-0.8
O=C(CC(=O)Nc1ccc(F)cc1)Nc1ccc(F)cc1,-4.4,-3.2,-9.9,-9.6,-0.2,8.5,-14.1,-4.6,0.2,-6.1
COc1ccc2c(c1)CC[C@@H]1[C@@H]2CC[C@]2(C)[C@@H](C(C)=O)C[C@@H]12,7.3,-0.1,-0.2,2.8,6.6,-8.5,-6.2,-13.4,-6.6,·
CC(C)(C)C(=O)NC1(C(F)(F)F)N=C2SCCN2C1=O (configuration not stated),12.0,0.4,-7.1,-22.1,20.6,-14.6,8.1,-2.6,-20.6,0.7
COc1ccc(C(=O)NC(=S)NCc2ccccc2)cc1OC,10.9,-0.9,0.6,-6.7,-3.6,-19.1,-11.3,-5.1,3.6,8.5
COc1ccc(-c2oc3cc(OC(C)=O)cc(OC(C)=O)c3c(=O)c2OC)cc1,-1.1,-2.4,-0.4,1.4,-29.1,3.8,12.4,-1.8,29.1,0.9

# The closing two compounds of the part before lead into the next:
compound,Arr AP2 block,C-LANA FP,Keap1-Nrf2 PPI,Cardiac RTF inh,SR-BI DiI-HDL act,PKA-R2B activ,PvdQ acylase,DAGLB inhibitor,SR-BI HDL uptake,NSD2 inh
COc1ccc(C(=O)NC(=S)NCc2ccccc2)cc1OC,10.9,-0.9,0.6,-6.7,-3.6,-19.1,-11.3,-5.1,3.6,8.5
COc1ccc(-c2oc3cc(OC(C)=O)cc(OC(C)=O)c3c(=O)c2OC)cc1,-1.1,-2.4,-0.4,1.4,-29.1,3.8,12.4,-1.8,29.1,0.9
COc1ccc([C@@H]2[C@@H]3C(=O)N(C(C)(C)C)C(=O)[C@@H]3[C@]3(CC(C)C)C(=O)N(c4cccc(Br)c4)C(=O)N23)cc1,-0.5,-0.3,-1.7,-5.6,23.4,-11.6,1.6,-8.4,-23.4,·
COCCNC(=O)c1cnn2c(C(F)(F)F)cc(-c3ccc4c(c3)OCO4)nc12,3.0,0.2,2.8,1.9,-12.1,-3.2,-3.9,0.7,12.1,-1.7
O=C(Nc1ccc(S(=O)(=O)N2CCOCC2)cc1)c1cc(S(=O)(=O)N2CCOCC2)ccc1Cl,-3.2,-0.1,-6.6,4.0,9.9,3.4,-14.5,-2.3,-9.9,-2.6
COc1ccc(C2CC(=O)c3cnc(N)nc3C2)c(OC)c1 (configuration not stated),9.4,-0.3,-1.1,-8.7,3.3,-0.4,-8.4,0.0,-3.3,0.1
CCCc1cc(=O)oc2cc(OCC(=O)NCCc3c[nH]c4ccccc34)ccc12,-0.4,-0.6,-7.2,3.0,-14.9,7.7,1.3,0.9,14.9,·
Cc1cc(Oc2ccc(N)cn2)cc(C)c1Cl,-11.6,-0.3,3.3,-9.6,-42.0,4.1,-8.9,-0.7,42.0,·
NS(=O)(=O)c1ccc(NC(=O)CN2CCCc3ccccc32)cc1,10.0,1.3,-3.6,-25.0,29.8,-1.5,10.4,-7.0,-29.8,-1.0
CCc1nc2ccccc2c(NC(=O)CN2CC(C)CC(C)C2)c1C (configuration not stated),32.2,-0.4,2.2,0.5,17.3,1.2,-1.9,-2.6,-17.3,1.8
CC1CC(C)CN(CCCNC(=O)c2csc3c2CCCCC3)C1 (configuration not stated),13.0,1.2,2.0,-25.4,28.3,-13.1,-10.3,-0.9,-28.3,2.4
Cc1ccc(NC(=S)N2CCC(NC(=O)c3ccc(F)cc3)CC2)cc1C,-4.8,-2.7,-4.4,-15.4,-27.3,5.3,-8.9,-1.1,27.3,-6.7
Cn1nnnc1SCc1ccc(F)cc1,13.4,-1.8,-0.6,10.4,29.7,-3.5,10.3,0.4,-29.7,-1.1
COc1ccc(C(=O)CN(C(=O)c2ccc(Cl)cc2)N2C(=O)C3CCCCC3C2=O)cc1 (configuration not stated),2.9,0.6,-6.3,-7.3,5.1,7.2,-11.7,-3.6,-5.1,6.1
COC(=O)CCC(NS(=O)(=O)OCC(Cl)(Cl)Cl)c1ccccc1 (configuration not stated),-9.2,-1.0,-3.5,2.2,13.2,6.0,-6.8,2.3,-13.2,·
CCC(C)(O)c1[nH]c2ccc(C(F)(F)F)cc2c1C (configuration not stated),37.9,-0.9,2.1,2.1,-20.1,-4.8,6.0,-4.7,20.1,·
CCOc1ccc(C(=O)Nc2c3c(nn2-c2ccc(C)cc2)CS(=O)C3)cc1OCC (configuration not stated),1.9,-0.4,-3.5,-1.3,-36.7,-1.0,-0.4,1.4,36.7,·
O=C(C1=C[C@H](C2CCCCC2)C[C@H](OCc2ccc(CO)cc2)O1)N1CCN(Cc2ccc3c(c2)OCO3)CC1,-3.0,-1.1,0.4,8.3,4.5,-5.7,-9.5,-5.9,-4.5,·
O=C(NCCN1CCN(C(=O)c2cccc([N+](=O)[O-])c2)CC1)C(=O)NCc1ccc(Cl)cc1,27.0,0.9,1.2,-2.0,-19.3,0.9,-10.3,1.6,19.3,0.4
O=C(COC(=O)c1ccc(O)cc1O)Nc1cc(-c2ccccc2)nn1-c1ccccc1,39.5,-0.4,0.6,3.8,-41.8,-3.2,3.9,-2.9,41.8,-0.9
O=c1nc(-c2ccccc2)c(-c2ccccc2)n[nH]1,-9.5,1.1,2.1,-7.4,8.9,2.8,-1.7,-1.5,-8.9,-3.8
Cc1ccc(C#N)c(SCCN2CCCCC2)n1,-21.3,1.5,1.2,-1.9,13.9,1.6,0.6,0.2,-13.9,2.7
C=CCOCC(O)Cn1c(N2CCCC2)nc2c1c(=O)[nH]c(=O)n2C (configuration not stated),7.5,-1.7,-1.0,-5.1,16.6,-3.0,11.1,-1.4,-16.6,-1.3
COc1ccc2nc(SC(C)C(=O)NC3CCCCC3)[nH]c2c1 (configuration not stated),-3.1,-0.1,-0.8,-5.3,-9.4,0.9,-12.0,1.1,9.4,5.5
